PNC inhibitor = inhibitors of perinucleolar compartment assembly. PC3M PTB-GFP, PNC prevalence imaging, 16 h; hits give low values. AID 2417. activity change (PNC), negative = inhibition, % at 10 µM. 3.1% of 140,000 active;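 active = readout at or below -70, meaning at least 70% loss of cells showing the perinucleolar compartment, a nuclear body marking cancer cells; inconclusive = readout between -30 and a set limit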;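 note: plate controls were DMSO wells for no effect and camptothecin positive control wells for full effect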
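Read-out is percentage of cells bearing a perinucleolar compartment, from automated 20x imaging of fixed, Hoechst-stained PC3M PTB-GFP cells. Cells were seeded 4 h, then exposed 16 h to compound (23 nl of library stock) in duplicate plates.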
IMPase cell inh = membrane-permeable compound that blocks inositol monophosphatase. P97697. CHO-M1 cells, IP1 accumulation, HTRF TR-FRET ratio. inhibition (IP1 accumulation), % at 46.1 µM. 120,000 tested, under 10 active; active = well fitted curve in the direction sought with a large enough effect in the signal ratio, not every such curve was filed as active; inconclusive = small, poorly fitted or top-dose-only effect, or a change in a side signal; inactive = no such curve, though single readings can be large or run the other way; the % refers to the signal ratio;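 note: cells stimulated with carbachol in lithium chloride buffer; plate controls were DMSO basal wells for no effect and reference inhibitor wells for full effect; higher means more IMPase inhibition seen as more IP1 and lower FRET ratio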
Target sequence (P97697 whole entry, looked up): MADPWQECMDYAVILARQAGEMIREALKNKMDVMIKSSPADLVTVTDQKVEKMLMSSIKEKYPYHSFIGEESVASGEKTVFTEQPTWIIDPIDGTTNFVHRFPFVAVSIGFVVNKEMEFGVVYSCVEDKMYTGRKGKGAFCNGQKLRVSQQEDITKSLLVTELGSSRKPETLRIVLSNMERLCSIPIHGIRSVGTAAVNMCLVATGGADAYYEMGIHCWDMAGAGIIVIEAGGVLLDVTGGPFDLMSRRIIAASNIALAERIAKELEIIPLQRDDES
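In this qHTS, compounds (final up to 46 uM) act on CHO-M1 cells that are then activated through the M1 receptor with carbachol, in pH 7.4 buffer containing 50 mM LiCl, for 30 min. IP1 accumulation is quantified by the IP-One immunoassay.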
ALOX12 inhib = inhibitors of human 12-lipoxygenase (ALOX12); P18054; 0.12% of 150,000 active; AID 1452; purified 12-hLO, xylenol orange hydroperoxide absorbance; Potency, µM (top dose mostly 57.1 µM), for the others: at the top dose activity change, negative = inhibition, most hits filed as inhibitors; note: potency is the fitted concentration of half-maximal effect; nearly all actives have a fitted effect of over 55% in size; many of its hits are not listed in these tables
Target sequence (P18054 whole entry, looked up): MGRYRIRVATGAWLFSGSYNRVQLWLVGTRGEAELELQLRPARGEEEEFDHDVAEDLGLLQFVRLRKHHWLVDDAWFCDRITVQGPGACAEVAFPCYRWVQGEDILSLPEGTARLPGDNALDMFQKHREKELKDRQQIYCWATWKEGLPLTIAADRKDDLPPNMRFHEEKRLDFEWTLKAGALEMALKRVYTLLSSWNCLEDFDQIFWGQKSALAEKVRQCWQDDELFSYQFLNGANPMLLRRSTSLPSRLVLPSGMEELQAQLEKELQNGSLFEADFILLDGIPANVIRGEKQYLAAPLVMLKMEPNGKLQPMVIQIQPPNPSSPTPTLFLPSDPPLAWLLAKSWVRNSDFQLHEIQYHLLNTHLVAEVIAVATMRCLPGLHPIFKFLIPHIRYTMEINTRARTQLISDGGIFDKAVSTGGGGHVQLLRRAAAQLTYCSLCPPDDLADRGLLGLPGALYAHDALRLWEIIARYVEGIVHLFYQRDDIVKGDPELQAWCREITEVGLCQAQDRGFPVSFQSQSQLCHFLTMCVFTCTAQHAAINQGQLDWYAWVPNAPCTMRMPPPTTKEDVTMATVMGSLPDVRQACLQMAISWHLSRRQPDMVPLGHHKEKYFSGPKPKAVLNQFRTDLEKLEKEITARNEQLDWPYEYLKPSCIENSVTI
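Hydroperoxide formation by human 12-lipoxygenase from 40 uM arachidonic acid was followed colorimetrically via ferric-xylenol orange complex, using the 573/405 nm absorbance ratio. Enzyme concentration was 150 nM, with 30 min reaction at room temperature.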
15-hLO-2 inh = blocks human 15-lipoxygenase 2 activity | Potency, µM (doses to about 57.1 µM), for the others: at the highest dose activity change, negative = inhibition, most hits filed as inhibitors | AID 881 | 0.56% of 110,000 active | purified 15hLO-2, xylenol orange hydroperoxide absorbance; note: potency is the fitted concentration of half-maximal effect; nearly all actives have a fitted effect of over 60% in size; many of its hits are not listed in these tables
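Purified human 15hLO-2 (50 nM final) preincubated with compounds 15 min at room temperature in 25 mM Hepes pH 7.5, 0.01% Triton X-100, then 45 uM arachidonic acid added for 90 min; hydroperoxide detected via ferrous/xylenol orange, 573/405 nm absorbance ratio.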
An asterisk follows results filed as active; ? = inconclusive; . = not tested or not shown; & = joins results of further samples; [ ] = remark or other dose. Unless noted, calls come from the whole dose curve; as a rule, active = well fitted curve in the direction sought with a large enough effect; inconclusive = small, poorly fitted or top-dose-only effect, or another doubt; inactive = no such curve, though single readings can be large; an effect the other way counts as inactive or inconclusive. Unless noted, % is set by controls: 0 for no effect and ±100 for the full control effect. This is a subset. The share of hits here may be higher or lower than overall.

entry	smiles	IMPase cell inh	ALOX12 inhib	PNC inhibitor	15-hLO-2 inh
1	COc1ccccc1-c1cc(=O)c2cc(O)ccc2o1	3	-1%	.	-6%
2	N#Cc1ccccc1NC(=O)COC(=O)c1ccc2c(c1)OCCO2	3	3%	-26	-6%
3	CCn1c(CSc2nccn2C)nc2cc(C(=O)O)ccc21	6	-4%	15	-7%
4	COc1cccc(NC(=O)C(NCC2CCCCC2)c2ccccc2)c1 (stereo not drawn)	8	-18%	15	15%
5	CS(=O)(=O)N(CC(=O)N1CCN(c2ccccc2F)CC1)c1cccc(C(F)(F)F)c1	0	-5%	-23	-4%
6	CCOc1cc(S(=O)(=O)NCc2ccco2)c(OCC)cc1-n1cnnn1	-16	-2%	?	1%
7	O=C(CN1CCN(c2nc(-c3ccccc3)cs2)CC1)Nc1ccc2c(c1)OCO2	?	-6%	7	6%
8	CN1CCN(C(=O)c2cccc(S(=O)(=O)N3CCCCC3)c2)CC1	-13	-4%	-3	-9%
9	CCOC(=O)C1CCCN(Cc2cccc(Cl)c2)C1 (stereo not drawn)	.	-7%	?	.
10	O=C(CC(c1ccccc1)c1cc(Br)ccc1O)NCc1ccco1 (stereo not drawn)	-3	-11%	17	-23%
11	Cc1cccc(NC(=S)N=Nc2c(O)n(CN3CCOCC3)c3ccccc23)c1C	3	-10%	-24	.
12	COc1ccccc1C(=O)NCc1ccc2c(c1)OCO2	-16	-6%	?	4%
13	O=C1OCC2=C1C(c1ccc(F)cc1)Sc1ccccc1N2 (stereo not drawn)	-1	-9%	-12	-11%
14	CCOC(=O)C1=C(C)N(CCCC(=O)O)C(=O)NC1c1ccccc1OS(=O)(=O)c1ccc(C)cc1 (stereo not drawn)	.	2%	29	.
15	Cc1ccccc1NC(=O)c1ccccc1NC(=O)CCC(=O)O	.	0%	-109*	.
16	O=C1CCCC(O)=C1C(C#Cc1ccccc1)C1=C(O)CCCC1=O	-4	-6%	?	?
17	O=C(C1CCCN1S(=O)(=O)c1cccc2cccnc12)N1CCc2ccccc21 (stereo not drawn)	-3	0%	0	-5%
18	O=C(COC(=O)c1ccccc1Nc1ccccc1)c1ccccc1	-4	-1%	6	0%
19	CCOCCCNS(=O)(=O)c1ccc(OC)c(Cl)c1Cl	18	-1%	20	.
20	Cc1c(Cc2ccccc2)sc(NC(=O)c2ccco2)c1C(N)=O	11	0%	-111*	.
21	Cn1cccc1C(=O)N1CCC[C@@]2(CCN(C(=O)Nc3cccc(C#N)c3)C2)C1	.	1%	.	-3%
22	NC(=O)COC(=O)c1cccc(NS(=O)(=O)/C=C/c2ccccc2)c1	4	1%	-7	.
23	CCOc1ccc(NC(=O)C2CCN(S(=O)(=O)c3cccnc3)CC2)cc1	3	1%	15	-1%
24	O=C(CCCc1ccccc1)N1CCc2ccccc21	1	-1%	4	-8%
25	CCN(CC)[C@@H](C)CN1c2ccccc2Sc2ccccc21	14[20.6 µM]	?	.	13µM*
26	NC(=O)C[C@@H]1NC(=O)[C@H](CCC(=O)O)NC(=O)c2cc([N+](=O)[O-])cc(I)c2OCC[C@@H](C(N)=O)NC1=O	.	-12%	30	.
27	CCCc1nc(SCC(=O)NCc2ccco2)c2c(=O)n(C)c(=O)n(C)c2n1	-6	0%	8	-18%
28	COc1ccc(CCNc2c(N)n(Cc3ccccc3)c(=O)[nH]c2=O)cc1OC	-5	0%	?	1%
29	CC1CC[C@@]2(OC1)OC1CC3C4CC[C@@H]5CC(O)CC[C@@]5(C)C4CC[C@]3(C)C1C2C (stereo partly drawn)	.	5%	.	-2%
30	CCC1C/C(=C/c2cccs2)C(=O)/C(=C/c2cccs2)C1 (stereo not drawn)	8	-6%	-28	.
31	CCCCCCC(C)n1cc(C(C)=O)c(=O)n(C)c1=O (stereo not drawn)	.	-1%	19	.
32	Cc1cc(C(=O)NNC(=S)NCc2ccccc2)cs1	.	1%	-2	.
33	COc1ccc(C(=O)Nn2c(C3CCC3)nc3ccccc3c2=O)c(OC)c1	?	3%	-21	.
34	CCC(=O)Nc1cccc(-c2nnc(SCC(=O)c3ccccc3)n2C)c1	2	-4%	-5	3%
35	O=C(COc1ccc(Cl)cc1Cl)NC1CCSC1=O (stereo not drawn)	-9	-1%	?	-3%
36	CN(Cc1ccccc1)S(=O)(=O)c1cccs1	-11	-7%	?	2%
37	Cc1ccc(S(=O)(=O)N(C)c2ccccc2C(=O)NC2CCCC2)cc1	.	-1%	-6	.
38	COc1cc(C)nc(NS(=O)(=O)c2ccc(C)cc2)n1	0	1%	19	1%
39	COc1ccc2c(c1)c(CC(=O)O)c(C)n2C(=O)c1ccc(Cl)cc1	1	-1%	20	-13%[0.0915 µM]
40	COc1ccc(OCC(=O)Nc2cc(-c3nn4c(C)nnc4s3)ccc2C)cc1	4	3%	26	-7%
41	CN1c2ccccc2-c2nc3ccccc3n2C1c1ccncc1 (stereo not drawn)	2	-7%	?	-1%
42	COc1cc2c3c(c1OC)C1(C=CC(=O)C=C1)CC3N(C(=O)c1ccccc1)CC2 (stereo not drawn)	-3	-2%	24	-4%
43	CN(Cc1ccc(OC(F)F)cc1)C(=O)c1ccc2nccnc2c1	-12	-1%	?	-5%
44	CC(=O)NC(Cc1cccc(C)c1)C(=O)NC1CCN(C(=O)c2ccc([N+](=O)[O-])cc2)CC1 (stereo not drawn)	9	9%	42	.
45	Cc1cc(Cl)cc(Br)c1OCCNCC(C)O (stereo not drawn)	-4	0%	23	26%
46	COc1nc(OC/C(N)=N/O)nc(N2CCOCC2)n1	-10	6%	-13	5%
47	COc1ccc(OC)c(N=C2C(=O)Nc3ccccc32)c1	11	4%	73	3%
48	CC(=O)N1CCC2(CC1)CN(c1ccccn1)C2	.	1%	.	-2%
49	CCN1CCCC1CNC(=O)c1cc(OC)c(OC)c(OC)c1 (stereo not drawn)	-2	4%	?	4%
50	COc1ccc(Cl)cc1NC(=O)Nc1cccc([N+](=O)[O-])c1C	6	?	9	0%

Remaining list, next part:
entry	smiles	IMPase cell inh	ALOX12 inhib	PNC inhibitor	15-hLO-2 inh
51	O=C(C1CCCO1)N1CCN(c2ccc(F)cc2)CC1 (stereo not drawn)	3	2%	?	.
52	COc1cccc(-c2nn(-c3ccccc3)cc2C(=O)NCC(=O)O)c1	-4	0%	25	-2%
53	Cc1cccc(-n2c(O)c(C=Nc3ccccc3N)c(=O)[nH]c2=O)c1	2	-3%	-10	-3%
54	Cc1ccc2c(c1)N(CCC(=O)NCCCOC(C)C)C(=O)C(C)O2 (stereo not drawn)	0	6%	17	-8%
55	O=C(Cc1cn(Cc2cccc(Cl)c2)c2ccccc12)N1CCCC1	6	-5%	-5	.
56	Cc1cc(C)nc(-n2nc(C)cc2NC(=O)c2cccc(S(=O)(=O)N3CCOCC3)c2)n1	1	-3%	42	3%
57	CCOC(=O)c1c(C)[nH]c(C(=O)Cn2c(=O)oc3ccccc32)c1C	-9	1%	-25	-3%
58	CCNC(=S)NNC(=O)Nc1ccccc1	2	-3%	-18	2%
59	CS(=O)(=O)N1CCC(C(=O)Nc2cc(C(F)(F)F)ccc2Cl)CC1	6	0%	6	5%
60	Cc1ccc(C)c2c1cc(C)c1nnc(SCC(=O)c3cccs3)n12	2	-5%	-2	.
61	COc1ccc(-c2ccc(-c3nnc(Cc4ccc(OC)c(OC)c4)o3)cc2)cc1	-9	0%	-4	-10%
62	Cc1nc2cc(NC(=O)NCc3ccc4c(c3)OCO4)ccc2o1	7[1.84 µM]	0%	14	-2%[11.4 µM]
63	CCOC(=O)c1ccc(NC(=O)NS(=O)(=O)c2ccc(C)cc2)cc1	-11	2%	31	4%
64	CC(C)c1nc2sc3c(SCC(=O)NCc4ccco4)ncnc3c2c2c1CCC2	-11	-22%	26	-27%
65	CCOC(=O)Cn1cc(C(=O)C2CC2)c2ccccc21	-2	-2%	22	-2%
66	CNc1nc2c(c(=O)[nH]c(=O)n2C)n1CCOC	-4	-4%	-22	3%
67	Cc1cc2c(cc(C(=O)NCc3cccnc3)n2Cc2ccc(Cl)cc2)o1	6	?	-2	10%
68	CCOCCCNC(=O)CN(Cc1ccc(Cl)cc1)S(C)(=O)=O	6	-1%	0	-5%
69	CCOC(=O)C(/C=N/c1cc(C)nn1-c1ccccc1)=C(\C)O	0	-1%	-15	6%
70	Nc1c(C(=O)NCc2cccnc2)sc(=S)n1-c1ccccc1	4	-6%	-13	1%
71	CCCOC(=O)c1ccc(NC(=O)c2ccc(Br)o2)cc1	.	-3%	28	.
72	O=c1[nH]cnc2c1ncn2C1OC(CO)C(O)C1O (stereo not drawn)	-1	-4%&1%&6%	.	-2%&-2%&-1%
73	CC(C)[C@H](NC(=O)c1ccc(Cl)c([N+](=O)[O-])c1)C(=O)NCc1ccc(F)cc1	8	5%	?	.
74	O=C(COc1nc2ccccc2nc1N1CCOCC1)NC1CCCCC1	.	-4%	10	.
75	CCCn1c(SCC(=O)c2ccc(CC)cc2)n[nH]c1=O	2	-7%	6	-1%

Arranged by value in IMPase cell inh (descending): 4 of the compounds above.
| # | Molecule | IMPase cell inh | ALOX12 inhib | 15-hLO-2 inh |
| --- | --- | --- | --- | --- |
| 59 | CS(=O)(=O)N1CCC(C(=O)Nc2cc(C(F)(F)F)ccc2Cl)CC1 | 6 | 0% | 5% |
| 53 | Cc1cccc(-n2c(O)c(C=Nc3ccccc3N)c(=O)[nH]c2=O)c1 | 2 | -3% | -3% |
| 69 | CCOC(=O)C(/C=N/c1cc(C)nn1-c1ccccc1)=C(\C)O | 0 | -1% | 6% |
| 72 | O=c1[nH]cnc2c1ncn2C1OC(CO)C(O)C1O (stereo not drawn) | -1 | -4%&1%&6% | -2%&-2%&-1% |

The listing continues:
entry	smiles	IMPase cell inh	ALOX12 inhib	PNC inhibitor	15-hLO-2 inh
76	CC(NC(=O)CN1CCN(c2ncccn2)CC1)c1ccc(F)cc1 (stereo not drawn)	2	-1%	?	-3%
77	O=C(c1cccc(F)c1)N1CCCN(C(=O)c2cccc(F)c2)CC1	.	0%	33	.
78	Oc1cc(Cc2ccccc2)cnc1CN1CCOCC1	-4	-18%	55	13%
79	O=C(CCN1C(=O)S/C(=C/c2ccc(Cl)cc2)C1=O)N1CCOCC1	.	-1%	?	.
80	CCc1cc[n+](-c2nc3ccccc3nc2[N-]S(=O)(=O)c2ccc(Br)s2)cc1	.	-8%	?	.
81	Cc1ccc(-n2c(C)n[nH]c2=S)cc1C	-6	4%	42	.
82	O=C(Nc1ccc(OC(F)(F)F)cc1)C1CCCN(S(=O)(=O)c2cccnc2)C1 (stereo not drawn)	-1	-4%	-14	9%
83	O=C(c1cnc2n(c1=O)CCS2)N1CCc2ccccc21	-15	2%	-3	.
84	COc1ccc(C2C3C(C)=NN=C3CC(C)(O)C2C(C)=O)cc1 (stereo not drawn)	.	1%	30	.
85	COc1ccc(C2C(C#N)=C(N)OC3=C2C(=O)CCC3)cc1Cn1cc([N+](=O)[O-])cn1 (stereo not drawn)	8	-4%	?	.
86	CC1CN(c2ccc(C(F)(F)F)cc2[N+](=O)[O-])CCN1S(C)(=O)=O (stereo not drawn)	.	0%	12	.
87	CC(=O)N[C@H](Cc1c[nH]c2ccccc12)C(=O)O	.	1%[11.4 µM]	.	-6%[11.4 µM]
88	Cc1ccc(-n2c(=O)c(C#N)cc3c(=O)n4ccccc4nc32)cc1	-3	1%	6	.
89	Oc1ccc(-c2onc(C(F)(F)F)c2-c2cscn2)c(O)c1	8	-2%	-29	-5%
90	O=C1c2ccccc2C(=O)N1c1ncccn1	10	3%	21	-6%
91	CCc1ccc(NS(=O)(=O)c2cccs2)cc1	1	0%	19	3%[2.29 µM]
92	CCNC(=S)N1CCC(c2nc3cc(C)c(C)cc3[nH]2)CC1	7	1%	6	.
93	Cc1cc(=O)[nH]c(SCC(=O)C23CC4CC(CC(C4)C2)C3)c1C#N	-1	3%	29	8%
94	O=C(NCc1cccnc1)c1cnc2n(c1=O)CCS2	3	10%	-8	.
95	CCCN=C(Nc1ccc(Cl)cc1)c1cccnc1	11	-4%	?	2%
